Assay outcomes (PubChem)
CHRM5 agonist – human M5 muscarinic receptor agonists, primary screen, CHO-K1 cells, Fluo-8 calcium fluorescence | CHO-K1 hM5 cells; 0% DMSO wells, 100% maximal acetylcholine response | Muscarinic acetylcholine receptor M5 (Homo sapiens), P08912 | AID 624037, 2012 | 0.19% of 360,000 active | activation, % at 3 µM;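 active = activation above the run's mean over test compounds plus 3 SD, cut at about 23% in these data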;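 note: signal is peak over basal fluorescence ratio across the kinetic read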
Target sequence (P08912 whole entry, looked up): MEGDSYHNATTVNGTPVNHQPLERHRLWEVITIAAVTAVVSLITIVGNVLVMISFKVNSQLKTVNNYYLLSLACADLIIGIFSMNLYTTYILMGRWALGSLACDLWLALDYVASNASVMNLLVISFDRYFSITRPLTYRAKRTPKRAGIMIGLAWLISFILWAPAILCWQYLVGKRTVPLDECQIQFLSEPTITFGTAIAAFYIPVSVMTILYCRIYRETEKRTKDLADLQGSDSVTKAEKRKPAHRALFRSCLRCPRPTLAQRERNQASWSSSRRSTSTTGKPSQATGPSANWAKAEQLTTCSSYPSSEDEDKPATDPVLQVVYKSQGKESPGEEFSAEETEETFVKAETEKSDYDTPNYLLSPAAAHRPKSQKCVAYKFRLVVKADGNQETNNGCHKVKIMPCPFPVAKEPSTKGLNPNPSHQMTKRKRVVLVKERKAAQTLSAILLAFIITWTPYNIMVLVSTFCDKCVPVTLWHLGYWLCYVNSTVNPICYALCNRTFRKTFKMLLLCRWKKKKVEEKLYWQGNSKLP
TAAR1 antagonist – human TAAR1 antagonists, primary screen, Fluo-8 calcium fluorescence, CHO RD-HGA16 cells; 1.5% of 360,000 active; inhibition, % at 3 µM; antagonist; Trace amine-associated receptor 1 (Homo sapiens), Q96RJ0;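 active = inhibition above a per-plate cutoff, the mean inhibition of test compounds on that plate plus 3 SD, cut at about 49% in these data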;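 note: 0% = DMSO plus EC80 beta-PEA response and 100% = DMSO alone without agonist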
Target sequence (Q96RJ0 whole entry, looked up): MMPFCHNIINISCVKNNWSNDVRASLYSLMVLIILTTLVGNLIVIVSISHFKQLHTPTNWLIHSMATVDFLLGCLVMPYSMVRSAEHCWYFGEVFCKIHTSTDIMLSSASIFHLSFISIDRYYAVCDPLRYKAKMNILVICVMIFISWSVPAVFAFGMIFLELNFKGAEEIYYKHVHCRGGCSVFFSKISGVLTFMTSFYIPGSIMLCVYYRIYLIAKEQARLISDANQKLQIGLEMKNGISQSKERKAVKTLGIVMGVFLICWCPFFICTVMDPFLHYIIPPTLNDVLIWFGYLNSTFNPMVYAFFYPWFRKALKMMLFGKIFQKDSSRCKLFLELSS
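Test system: RD-HGA16 CHO cells with stable hTAAR1 and Gα16 / Probe or stimulus: EC80 β-phenethylamine stimulus / Times: seeding 17-24 h prior, 75-min 37 °C, 30-min RT dye loading / Detection: Fluo-8 calcium-sensitive fluorescence / Read-out basis: % inhibition scaled between DMSO and EC80 PEA controls / Repeats: singlicate, one well per test compound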
M5 antag – human M5 muscarinic receptor antagonists, primary screen, CHO cells, Fluo-8 calcium fluorescence; AID 624040, 2012; CHO-hM5 cells, ACh EC80; Muscarinic acetylcholine receptor M5 (Homo sapiens), P08912; inhibition, % at 3 µM; 0.59% of 360,000 active;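 active = inhibition above a per-plate cutoff, the mean of that plate's test compounds plus 3 SD, cut at about 27% in these data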;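 note: 0% = acetylcholine EC80 with DMSO and 100% = DMSO without agonist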
TAAR1 ag – human TAAR1 agonists, primary screen, Fluo-8 calcium fluorescence, CHO RD-HGA16 cells; Trace amine-associated receptor 1 (Homo sapiens), Q96RJ0; vehicle wells 0%, saturating PEA agonist 100%; activation, % at 3 µM; 0.99% of 360,000 active; AID 624467, 2012;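 active = activation above the mean activation of all test compounds in the run plus 3 SD, cut at about 38% in these data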
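Benchmarks: low control DMSO, high control PEA (EC100); System: CHO RD-HGA16 cells carrying human TAAR1 plus Gα16; Detection: Fluo-8 fluorescence, 5 s baseline then 140 s kinetic read; Schedule: 17-24 h plating, Fluo-8 75 min 37 °C, 30 min RT; Read-out basis: % activation from peak over basal fluorescence ratio, DMSO-to-PEA scaled.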
CRFBP-R2 block – antagonists of CRF-BP/CRF-R2 complex, primary screen, cell-based, HEK293, calcium dye fluorescence, uHTS; inhibition, % at 11.8 µM; AID 588475, 2011; 0.59% of 350,000 active; CRF-induced calcium fluorescence;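 active = inhibition of the ligand-induced calcium signal above about 50% at the single tested concentration, limit read from the data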
M1 PAM parental – nonselective calcium activators in parental CHO-K1 cells, primary screen, counter-screen for M1 PAM project, cell-based, Fluo-8 calcium fluorescence, full deck, 1536-well; ATP EC20; 0% at ATP EC20, 100% at ATP max; activation, % at 3 µM; 0.02% of 360,000 active;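 active = activation above the run cutoff, the mean activation of all test compounds plus 3 SD, cut at about 40% in these data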;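 note: peak over basal fluorescence ratio in a 140 s read after ATP addition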
CRFR2-BP ag – agonists of CRF-BP/CRF-R2 complex, primary screen, cell-based, HEK293, calcium dye fluorescence, uHTS | CRF-binding protein / CRF receptor 2 complex (human) | calcium dye fluorescence (FLIPR); percent of saturating CRF peptide response | activation, % at 13.2 µM | 0.46% of 350,000 active | AID 588473, 2011;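 active = activation of at least 50%, plus an integration ratio under a set limit after plate pattern correction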;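 note: plate controls were neutral control wells without compound for no effect and CRF at EC100 for full effect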
M4 PAM – human M4 muscarinic receptor positive allosteric modulators, primary screen, CHO-K1 cells, Fluo-8 calcium fluorescence; activation, % at 3 µM; AID 624126, 2012; CHO-K1 hM4/Gqi5, ACh EC20; 0% = ACh EC20, 100% = maximal ACh; 0.4% of 360,000 active;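 active = activation above its plate's cutoff, the mean activation of sample wells plus 3 SD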; note: some results filed as inactive read as strong as hits
CHRM5 PAM – human M5 muscarinic receptor positive allosteric modulators, primary screen, CHO-K1 cells, Fluo-8 calcium fluorescence; 0.3% of 360,000 active; CHO-K1 hM5, ACh EC20 PAM; 0% = ACh EC20, 100% = ACh EC100; Muscarinic acetylcholine receptor M5 (Homo sapiens), P08912; activation, % at 3 µM;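 active = activation above the run cutoff, the mean activation of all test compounds plus 3 SD, cut at about 18% in these data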
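System: CHO-K1 hM5 cells. Reagent: acetylcholine, EC20 level. Compound dosing: single dose, 3 µM nominal final test concentration. Timing: Post-acetylcholine fluorescence recording 140 s. Detection: Fluo-8 calcium fluorescence. Read-out: % activation, ACh-normalized. Benchmarks: ACh EC20 and EC100 wells. Repeats: singlicate, one well per test compound.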
Active calls of the source: *; . = no result given.

SMILES	CHRM5 agonist	TAAR1 antagonist	M5 antag	TAAR1 ag	CRFBP-R2 block	M1 PAM parental	CRFR2-BP ag	M4 PAM	CHRM5 PAM
Cc1ccc(-c2ccc(/C=C3\SC(N4CCOCC4)=NC3=O)o2)cc1	-2	7	-5	9	-20	8	4.1	0	-2
Cc1cn(C2CC(O)C(CO)O2)c(=O)n(CCCc2ccccc2)c1=O (stereo not drawn)	1	-8	10	3	-1	7	0.4	-2	6
CC(C)CCNC(=O)C1CCC(CNc2c(N3CCCC3)c(=O)c2=O)CC1 (stereo not drawn)	6	-16	6	10	4	15	-0.4	-5	1
Cc1c(NC(=O)C(C)Sc2nc(N)cc(=O)[nH]2)c(=O)n(-c2ccccc2)n1C (stereo not drawn)	3	-4	3	3	5	19	-1.6	5	1
CCOC(=O)c1ccc2nc(CCC(=O)N[C@H](C(=O)OC)C(C)C)c(=O)n(CC)c2c1	0	-16	-2	-1	5	-4	-1.5	-5	3
COC(=O)C(C)n1cnc2c(cnn2-c2ccc(Cl)cc2)c1=O (stereo not drawn)	6	36	3	9	1	-3	-2.6	-7	-3
Cc1ccc2nc(NC(=O)CSCC(=O)Nc3cc(C)on3)sc2c1	-1	-23	6	5	2	-6	0.6	15	4
COc1ccccc1COCC(O)CN1CCN(S(=O)(=O)c2cccc(F)c2)CC1 (stereo not drawn)	1	-22	-13	3	-7	13	0.2	5	9
COc1cc(CCC(=O)Nc2ccc(Br)c(C(F)(F)F)c2)cc(OC)c1OC	-2	-10	2	4	-32	7	3.7	7	-1
O=C(Nc1ccc(Br)c(Br)c1)C1CCCO1 (stereo not drawn)	-7	3	0	-3	0	18	0.6	5	-5
Cc1cccc(OCC(=O)N/N=C2/SCC(=O)N2Cc2ccco2)c1	-1	6	0	2	-1	3	1.5	3	-3
CCCCC[C@H](C)N1C[C@@H](COCc2ccccc2)Oc2cc(N3CCC[C@H]3C(N)=O)ccc2S1(=O)=O	4	-32	5	39*	.	4	.	10	2
COC(=O)c1ccc(C2C(C(=O)Nc3ccccc3C)=C(C)Nc3ncnn32)cc1 (stereo not drawn)	1	2	-1	-3	1	-2	-0.7	6	5
COc1ccc(N2CCN(CCCNC(=O)CC3Oc4ccc(C)cc4NC3=O)CC2)cc1 (stereo not drawn)	-1	-12	3	0	10	19	-2.4	-1	-4
O=C(CC1NCCc2ccccc21)Nc1cccc(Cl)c1 (stereo not drawn)	0	8	2	9	-37	20	0.2	-5	-8
Cn1c(=S)n(CCC(=O)O)c2ccccc21	-2	3	13	6	2	22	1.0	-4	-4
CSc1ncnc2c1ncn2CCCNc1ccc(C)c(C)c1	3	9	3	2	0	-7	-1.0	-1	3
CCOC(=O)c1sc(NC(=O)CSc2nc(C)cc(C)c2C#N)c(C#N)c1C	-3	-5	-5	9	5	18	-1.5	4	5
COc1ccc(-c2nc3c(C)cc(Br)cn3c2Cc2cccc(Cl)c2)cc1OC	-5	-23	11	-2	.	6	.	0	-12
O=C(/C=C/c1cccc(Br)c1)c1ccc2c(c1)OCO2	-3	13	-11	3	25	3	0.8	-7	4
O=C(/C=C\NCC(=O)c1ccccc1)c1ccc(F)cc1	-1	.	6	.	-22	19	-4.0	7	2
O=C(COC(=O)c1ccc(Br)o1)Nc1ncc([N+](=O)[O-])s1	10	-14	2	25	9	-11	27	-5	-11
CCCNC(=O)c1c(N)n(-c2ccc3c(c2)OCO3)c2nc3ccccc3nc12	-1	10	11	5	5	12	4.7	-3	-4
CCOc1ccccc1C1CC(c2ccc(F)cc2)Nc2nc(N)nn21 (stereo not drawn)	4	-3	1	17	-49	-4	8.6	-1	-3
COc1ccc(/C=C2\SC(=S)N(CCC(=O)Nc3ccccn3)C2=O)cc1OC	0	3	-4	1	-30	2	8.1	-1	-4
(list continues)
SMILES	CHRM5 agonist	TAAR1 antagonist	M5 antag	TAAR1 ag	CRFBP-R2 block	M1 PAM parental	CRFR2-BP ag	M4 PAM	CHRM5 PAM
COc1cc(OC)c2c(c1)OC(=O)CC2c1cc(OC)c(OC)c(OC)c1 (stereo not drawn)	1	-7	-4	1	0	13	-6.0	3	-4
CCN1C(=O)N[C@@H](c2ccccc2)[C@H](C(=O)OC)[C@H]1C	-2	-7	13	25	-2	5	-0.4	4	1
COc1ccc(S(=O)(=O)N2CCC(C(=O)NCC3CC3)CC2)cc1	-2	13	3	1	-3	26	-1.1	2	5
CC(NC(=O)c1ccccc1F)C12CC3CC(CC(C3)C1)C2 (stereo not drawn)	8	15	9	22	-1	14	-0.7	4	1
CCOc1ccc(/C=C/[N+](=O)[O-])c2ccccc12	54*	.	86*	.	-60	14	12	-16	-15
CCOC(=O)c1c[nH]c2ccc([N+](=O)[O-])cc12	0	-22	5	0	4	5	0.2	-1	-6
N#CCC(=O)Nc1nc(-c2ccc3c(c2)OCCO3)cs1	-5	16	3	0	0	7	1.9	-5	-7
Cc1ccc(NC2=NC(c3ccccc3)n3c(nc(C)cc3=O)N2)c(C)c1 (stereo not drawn)	-6	11	5	7	16	16	-1.7	2	-5
Cc1cccc[n+]1CC(=O)Nc1ccc([N+](=O)[O-])cc1Cl	-4	-20	-9	2	-26	-5	0.3	-9	6
O=C(O)CNC(=O)c1cccc(C(F)(F)F)c1	1	12	-3	1	-12	-11	-0.2	20	2
S=c1[nH]nc(C2CC2)n1Cc1ccco1	-8	-9	0	12	11	-6	4.8	16	1
NC(c1csc(NC(=O)Nc2ccccc2Oc2ccccc2)n1)c1ccccc1Cl (stereo not drawn)	0	18	4	14	.	12	.	2	-2
COc1cccc(C(=O)NC2C(=O)N3C(C(=O)O)=C(COC(C)=O)CSC23)c1 (stereo not drawn)	1	8	15	1	9	3	-2.4	0	-3
Cc1ccc(CCNc2ccc3ccccc3c2)cn1	-1	11	1	6	-13	-5	0.7	7	-11
Cc1ccc(-c2nnn(CC(=O)N(Cc3ccco3)C(C(=O)NC3CCCC3)c3cccs3)n2)o1 (stereo not drawn)	-7	18	5	6	-2	-6	-0.3	-5	-9
Cc1cc(N2CCC(C)CC2)nc(SCC(=O)c2ccccc2)n1	-10	54*	8	20	1	16	0.6	-10	-41
O=C(CCNC(=O)C1CCN(S(=O)(=O)c2ccc(F)cc2)CC1)NC1CC1	-1	-4	12	0	-15	13	0.1	6	0
O=c1oc2ccccc2c(O)c1Cc1cc(Cl)c2cccnc2c1O	4	4	3	6	1	17	1.8	-13	-12
Cc1cccc(-n2c(SCC(=O)N3CC(=O)Nc4ccccc43)nc3ccccc3c2=O)c1C	15	21	1	14	55*	6	3.8	-11	-9
CCOc1ccc(OCC)c(S(=O)(=O)NCc2ccccc2)c1	1	-14	5	3	1	17	-1.7	3	3
Cc1ccc(S(=O)(=O)N2CCCCC2)cc1NS(=O)(=O)c1cccc(C(=O)O)c1	-1	-13	3	13	-6	18	-2.1	4	-2
C=CCN1C(=O)/C(=C2/Sc3ccc(OC)cc3N2C)SC1=NCc1ccccc1	-2	16	7	5	6	17	10	12	1
COc1ccc(NC(=O)c2ccc3nc(C)sc3c2)cc1	-3	5	12	2	4	13	-2.2	0	-1
NC(=O)SCC(=O)Nc1ccc(Cl)cc1	4	10	2	27	-10	18	2.6	2	3
O=S(=O)(NCCN1CCOCC1)c1ccc2ccccc2c1	2	10	1	4	15	4	-1.4	3	3
COc1ccc(C(=O)N[C@H](C(=O)NCC2CCCCC2)C(C)C)cc1	-5	-12	-5	9	-7	9	-1.3	-1	2
S=C1NC[C@H](Cc2ccccc2)N1CC1CCN(CCCC2CCCC2)CC1	-2	2	14	2	-7	8	0.1	-15	-15

Reformatted: entries from further up
Each structure is followed by: CHRM5 agonist | TAAR1 antagonist | M5 antag | TAAR1 ag | CRFBP-R2 block | M1 PAM parental | CRFR2-BP ag | M4 PAM | CHRM5 PAM
COc1cc(OC)c2c(c1)OC(=O)CC2c1cc(OC)c(OC)c(OC)c1 (stereo not drawn)
    1 | -7 | -4 | 1 | 0 | 13 | -6.0 | 3 | -4
CCN1C(=O)N[C@@H](c2ccccc2)[C@H](C(=O)OC)[C@H]1C
    -2 | -7 | 13 | 25 | -2 | 5 | -0.4 | 4 | 1
COc1ccc(S(=O)(=O)N2CCC(C(=O)NCC3CC3)CC2)cc1
    -2 | 13 | 3 | 1 | -3 | 26 | -1.1 | 2 | 5
CC(NC(=O)c1ccccc1F)C12CC3CC(CC(C3)C1)C2 (stereo not drawn)
    8 | 15 | 9 | 22 | -1 | 14 | -0.7 | 4 | 1
CCOc1ccc(/C=C/[N+](=O)[O-])c2ccccc12
    54* | . | 86* | . | -60 | 14 | 12 | -16 | -15
CCOC(=O)c1c[nH]c2ccc([N+](=O)[O-])cc12
    0 | -22 | 5 | 0 | 4 | 5 | 0.2 | -1 | -6
N#CCC(=O)Nc1nc(-c2ccc3c(c2)OCCO3)cs1
    -5 | 16 | 3 | 0 | 0 | 7 | 1.9 | -5 | -7
Cc1ccc(NC2=NC(c3ccccc3)n3c(nc(C)cc3=O)N2)c(C)c1 (stereo not drawn)
    -6 | 11 | 5 | 7 | 16 | 16 | -1.7 | 2 | -5
Cc1cccc[n+]1CC(=O)Nc1ccc([N+](=O)[O-])cc1Cl
    -4 | -20 | -9 | 2 | -26 | -5 | 0.3 | -9 | 6
O=C(O)CNC(=O)c1cccc(C(F)(F)F)c1
    1 | 12 | -3 | 1 | -12 | -11 | -0.2 | 20 | 2
S=c1[nH]nc(C2CC2)n1Cc1ccco1
    -8 | -9 | 0 | 12 | 11 | -6 | 4.8 | 16 | 1
NC(c1csc(NC(=O)Nc2ccccc2Oc2ccccc2)n1)c1ccccc1Cl (stereo not drawn)
    0 | 18 | 4 | 14 | . | 12 | . | 2 | -2
COc1cccc(C(=O)NC2C(=O)N3C(C(=O)O)=C(COC(C)=O)CSC23)c1 (stereo not drawn)
    1 | 8 | 15 | 1 | 9 | 3 | -2.4 | 0 | -3
Cc1ccc(CCNc2ccc3ccccc3c2)cn1
    -1 | 11 | 1 | 6 | -13 | -5 | 0.7 | 7 | -11
Cc1ccc(-c2nnn(CC(=O)N(Cc3ccco3)C(C(=O)NC3CCCC3)c3cccs3)n2)o1 (stereo not drawn)
    -7 | 18 | 5 | 6 | -2 | -6 | -0.3 | -5 | -9
